Source: PubChem (Sanford-Burnham Center for Chemical Genomics)
AID2073: inhibitors of Mint1-CaV2.2 protein interaction, biochemical, HTRF (AID 2073); HTRF protein-protein interaction, Mint1-CaV2.2; higher % means a stronger effect; inhibition, % at 20 µM, or IC50 in µM where a hit was titrated; 0.19% of 290,000 active; in the data active = inhibition mostly above about 51%, no sharp cut-off; note: some results filed as inactive read as strong as hits
GPR35 antagonists: inhibition of zaprinast-stimulated GPR35 beta-arrestin translocation – imaging, U2OS, beta-arrestin-GFP, zaprinast agonist, primary screen (AID 2058); one-dose inhibition, % at 10 µM; IC50 in µM for titrated hits; 0.052% of 290,000 active; U2OS GPR35 beta-arrestin-GFP translocation imaging, zaprinast antagonism; higher % means a stronger effect;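 active = inhibition of at least 50% with at least 30 cells and total cytoplasm GFP at most 10,000,000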
GPR55 LPI antagonism: inhibition of LPI-stimulated GPR55 beta-arrestin translocation – imaging, U2OS, beta-arrestin-GFP, LPI agonist, primary screen (AID 2013). inhibition, % at 10 µM; hits with a dose series show IC50 in µM. U2OS GPR55 beta-arrestin-GFP translocation imaging, LPI antagonism; higher % means a stronger effect. 0.13% of 290,000 active;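 active = spots per cell inhibited over 60%, with over 100 cells counted and total cytoplasm intensity under 500,000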;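 note: U2OS cells stably carrying GPR55 and arrestin-GFP stimulated by 5 µM LPI near EC80; imaged beta-arrestin-GFP aggregate spots per cell after agonist stimulation; plate controls were LPI-stimulated DMSO wells for no effect and DMSO wells without LPI for full effect; some results filed as inactive read as strong as hits; confirmed hits need IC50 under 10 µM and bright autofluorescent wells are also inconclusive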
GPR55 beta-arrestin: GPR55 agonists via beta-arrestin recruitment, primary screen, imaging, U2OS cells, beta-arrestin-GFP redistribution (AID 1961). one-dose activation, % at 10 µM; EC50 in µM for titrated hits. 0.048% of 290,000 active. U2OS GPR55 beta-arrestin-GFP redistribution imaging; higher % means a stronger effect;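 active = activation above 40% with more than 50 cells counted in the well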;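 note: U2OS osteosarcoma cells stably expressing GPR55 and beta-arrestin-GFP; plate controls were DMSO negative control for no effect and LPI positive control for full effect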
HIV peptide binding: cell-free HIV fusion peptide-binding blockers – biochemical, uHTS, fluorescence dequenching, primary screen (AID 1986) | cell-free peptide binding, fluorescence dequenching, 30 min; higher % means a stronger effect | 0.3% of 290,000 active | inhibition, % at 20 µM, or IC50 in µM where a hit was titrated; in the data active = inhibition mostly above about 52%, no sharp cut-off; inactive = mostly below about 76%; note: some results filed as inactive read as strong as hits
KOR beta-arrestin-1: KOR agonists, beta-arrestin recruitment, primary screen, cell-based, luminescence, uHTS (AID 1777); KOR beta-arrestin recruitment, luminescence; higher % means a stronger effect; activation, % at 10 µM; hits with a dose series show EC50 in µM; 0.02% of 280,000 active; in the data active = activation above about 50%, passing the limit was not always enough; note: a part of the inactive calls stands beside numbers as strong as those of hits
KOR beta-arrestin-2: KOR antagonists, beta-arrestin recruitment, cell-based, luminescence, uHTS (AID 1778). 0.091% of 290,000 active. one-dose inhibition, % at 10 µM; IC50 in µM for titrated hits. KOR beta-arrestin recruitment, luminescence, antagonist mode; higher % means a stronger effect; in the data active = inhibition above about 50%; note: strong numbers were not always called active
Siah-1 displacement: Siah-1 peptide-binding antagonists, primary screen, biochemical, fluorescence polarization, rhodamine-plectin, uHTS (AID 1817). 0.02% of 290,000 active. Siah-1 / rhodamine-plectin peptide fluorescence polarization; higher % means a stronger effect. displacement, % at 20 µM, or IC50 in µM where a hit was titrated;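 active = displacement of at least 50% at 20 µM, with a fluorescence ratio check between 0.3 and a set limit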;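 note: plate controls were Siah plus tracer with DMSO for no effect and tracer alone without Siah for full effect; strong numbers were not always called active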
NOD1 inhibition: NOD1 signaling inhibitors, primary screen, cell-based, luminescence, uHTS (AID 1578); NOD1-driven NF-kB luciferase reporter cells, luminescence; higher % means a stronger effect; inhibition, % at 4 µM, or EC50 in µM where a hit was titrated; 1% of 290,000 active; in the data active = inhibition mostly above about 36%, no sharp cut-off; inactive = mostly below about 34%;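 note: HEK-293T reporter cells stimulated with the NOD1 agonist gamma-tri-DAP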
Active calls of the source: *; x = no result given; [ ] = dose if it differs, or a comment.

AID2073,GPR35 antagonists,GPR55 LPI antagonism,GPR55 beta-arrestin,HIV peptide binding,KOR beta-arrestin-1,KOR beta-arrestin-2,Siah-1 displacement,NOD1 inhibition,structure
-4%,12%,10%,0.2%,-4.2%,0.4%,0%,1%,x,C/C(=N\NC(=O)c1ccc(Cl)cc1)c1cccc(NC(=O)C(C)C)c1
-1%,-5%,-8%,-0.1%,-0.4%,4.6%,12%,1%,-4%,COc1ccc(NC(=O)CSc2nc(N)c(-c3ccccc3)c(=O)[nH]2)cc1
2%,7%,0%,0.1%,0.8%,-4.7%,7%,12%,-4%,COc1cc(CC(=O)NC2CCCc3ccccc32)cc(OC)c1OC (configuration not stated)
15%,9%,3%,0.2%,-1.4%,10%,0%,-3%,6%,CN(CC(=O)Nc1cccc2c1CCCC2)S(=O)(=O)c1ccccc1
8%,-5%,-9%,0.2%,0.5%,-2.9%,19%,10%,-5%,S=C1N[C@H]2CCCC[C@@H]2N1
-6%,-2%,3%,-0.2%,-1.0%,-3.1%,-15%,3%,-37%,Cc1cccc(NC(=O)CSc2cc(C(=O)c3nccn3C)c3ccccc3n2)c1
-2%,-4%,1%,-0.1%,0.8%,0.2%,-33%,7%,-15%,COCC(=O)N1CCC(Oc2ccc(C(=O)NC(C)c3nc(C)sc3C)cc2)CC1 (configuration not stated)
2%,1%,10%,0.2%,-2.3%,5.5%,-28%,0%,-5%,COCc1cc(C)nc(Nc2ccccc2C)c1C#N
-5%,5%,10%,-0.4%,2.5%,57%,-3%,2%,-8%,Cc1ccc(C(=O)N2C3=C(CCCC3)C(=O)NC23CCCCC3)cc1
-5%,0%,-5%,0.3%,-1.1%,-5.8%,24%,0%,-37%,CC(=O)Nc1ccc(SCC(=O)Nc2cc(C)on2)cc1
-5%,-28%,6%,-0.4%,0.6%,-1.9%,8%,6%,-58%,CCOC(=O)CCC(NC(=O)CCC(=O)NC(CCC(=O)OCC)C(=O)OCC)C(=O)OCC (configuration not stated)
30%,-2%,6%,-0.2%,-2.4%,5.1%,19%,5%,-34%,CCOc1ccc(N2C(=O)CC(n3ccc(C)n3)C2=O)cc1 (configuration not stated)
7%,-2%,1%,-0.2%,-1.6%,8.6%,5%,5%,16%,CCN(CC)S(=O)(=O)c1cccc(-c2nnc(SCCCC(=O)c3ccc(F)cc3)o2)c1
18%,-1%,-5%,-0.2%,0.7%,-2.2%,-14%[20 µM],13%,-33%,COc1ccc(-c2cc(=O)oc3cc(OCC(=O)NCC(O)c4ccccc4)ccc23)cc1 (configuration not stated)
-7%,3%,11%,0.4%,1.2%,7.2%,-7%,2%,-28%,Cc1cccc(NC(=S)NC(NC(=O)OCc2ccccc2)C(Cl)(Cl)Cl)c1 (configuration not stated)

Other structures follow:
AID2073,GPR35 antagonists,GPR55 LPI antagonism,GPR55 beta-arrestin,HIV peptide binding,KOR beta-arrestin-1,KOR beta-arrestin-2,Siah-1 displacement,NOD1 inhibition,structure
2%,-10%,-14%,-0.1%,4.6%,5.8%,4%,0%,-22%,Cc1[nH][nH]c(=O)c1C(c1ccc(-c2ccc(Cl)cc2Cl)o1)c1c(C)[nH][nH]c1=O
2%,-4%,18%,-0.2%,6.0%,-1.3%,-15%,-5%,-16%,O=C(CC1C(=O)NCCN1Cc1ccccn1)NCCc1ccccc1F (configuration not stated)
-10%,-1%,10%,0.5%,-0.1%,-4.1%,-3%,4%,-36%,O=C(CCSCc1ccc(Cl)cc1)NCCC1=CCCCC1
5%,-18%,0%,-0.2%,-3.2%,-1.8%,-34%,2%,-29%,Cc1ccc2nc(C)c(C(=O)N/N=C/c3cccc([N+](=O)[O-])c3)cc2c1
0%,-14%,-1%,0.8%,0.7%,-1.5%,-5%,-1%,-35%,CCn1cc(C(=O)NCc2ccc(Cl)cc2)c(=O)c2cc(S(=O)(=O)N3CCOCC3)ccc21
-9%,-6%,11%,-0.3%,-2.1%,1.0%,-12%,3%,6%,O=C(COC(=O)c1cccc(Br)c1)NCCC1=CCCCC1
-3%,2%,3%,0.6%,6.5%,-5.9%,-8%,-1%,-28%,Cc1ccc(C(=O)NCC(=O)OCC(=O)NC2CCCC(C)C2C)s1 (configuration not stated)
2%,-3%,-1%,0.6%,-0.3%,0.1%,-9%[20 µM],4%,-41%,COc1ccc2nc(NC(=O)CSc3nnnn3C)sc2c1
4%,6%,8%,0.4%,1.2%,-5.0%,-1%,2%,-8%,COc1ccc2cc(C(=O)NCC3CCCO3)[nH]c2c1 (configuration not stated)
27%,-2%,14%,0.6%,0.3%,-4.4%,-2%,-8%,-16%,CCOC(=O)c1ccc(NC(=O)C(=O)NCc2ccc(/C=C(/C#N)C(=O)NCCOC)o2)cc1
22%,-4%,4%,0.4%,1.3%,2.8%,-26%,1%,-11%,CCOC(=O)c1cnn(-c2cc(Oc3cccc(C)c3)ncn2)c1N
4%,-7%,0%,-0.2%,1.6%,-0.4%,7%,-2%,5%,Cc1ccc(NC(=O)OCC(F)(F)C(F)F)cc1NC(=O)OCC(F)(F)C(F)F
-10%,24%,15%,-0.2%,-2.3%,4.8%,-13%,2%,22%,CCC(CC)c1nnc(NC(=O)C2CCN(C(=O)c3ccco3)CC2)s1
-4%,-15%,7%,0.9%,0.5%,3.0%,0%,3%,-22%,O=C(CN(C(=O)c1cccc([N+](=O)[O-])c1)C1CCCCC1)Nc1ccc(Cl)c([N+](=O)[O-])c1
6%,8%,8%,-0.2%,0.6%,0.2%,-3%,13%,-10%,CC(CCc1ccccc1)NS(=O)(=O)c1ccccc1F (configuration not stated)

(list continues)
AID2073,GPR35 antagonists,GPR55 LPI antagonism,GPR55 beta-arrestin,HIV peptide binding,KOR beta-arrestin-1,KOR beta-arrestin-2,Siah-1 displacement,NOD1 inhibition,structure
5%,1%,6%,-0.2%,0.3%,3.0%,23%,0%,-20%,COC(=O)C(Cc1cnc(Cl)s1)(C(=O)OC)c1ccc([N+](=O)[O-])cc1
10%,-8%,-6%,-0.2%,3.4%,2.0%,12%[20 µM],-2%,16%,COc1ccc2[nH]c3c(c2c1)CCN1C(=O)N([C@@H](C)C(=O)NCc2ccc(F)cc2)C(=O)[C@]31C
0%,-8%,-12%,0.0%,-1.5%,-4.5%,2%,6%,-21%,O=C(COC(=O)Cc1ccccc1F)Nc1ccc(F)cc1F
10%,0%,4%,0.0%,-0.2%,-1.7%,6%,4%,-16%,CCCn1c(SCC(=O)NCCc2ccccc2)nnc1-c1ccco1
45%,-25%,3%,-0.2%,3.0%,-4.2%,x,6%,0%,O=C1N/C(=C/c2ccc(N3CCOCC3)o2)C(=O)N1c1ccccc1
7%,-14%,20%,-0.1%,-1.2%,2.3%,14%,-3%,-23%,O=C(CNS(=O)(=O)c1ccc(Br)s1)NCC1COc2ccccc2O1 (configuration not stated)
7%,-9%,-7%,0.2%,8.3%,-2.9%,27%,4%,-13%,O=C(COC(=O)CCc1c[nH]c(=O)[nH]1)Nc1cccc(Cl)c1
36%,27%,12%,-0.5%,0.5%,-2.2%,17%,10%,-9%,CC1CCCCN1S(=O)(=O)c1ccc(C(=O)Nc2ccccc2-c2nc3ccccc3[nH]2)cc1 (configuration not stated)
5%,15%,-17%,-0.1%,-1.2%,-1.4%,-17%,4%,-7%,O=C(Cn1cc2c(n1)CCCC2)NCc1cccs1
4%,-9%,12%,0.9%,0.1%,12%,19%,14%,-3%,c1ccc(C2[C@H]3CN(Cc4cccnc4)[C@H](c4ccccc4)C34CC2(c2cccnc2)C4)cc1 (some centres not stated)
-3%,6%,-3%,-0.3%,0.8%,-2.8%,-1%,-1%,-25%,COc1ccc(OC(=O)Cc2cccc3ccccc23)cc1
15%,4%,27%,-0.1%,-0.6%,-7.3%,-60%,2%,3%,Cc1ccc2c(c1)c1c3n2CCN(C(=O)CN2CCN(C)CC2)C3CCC1 (configuration not stated)
-2%,-10%,-6%,0.2%,0.1%,-2.8%,3%,-4%,-2%,COc1ccc(S(=O)(=O)N2CCC(C)CC2)cc1N(C)S(=O)(=O)c1ccccc1
6%,8%,4%,0.3%,1.8%,-2.6%,-39%,-3%,8%,Cc1ccc(/C=C/C(=O)Nn2cnnc2)cc1
4%,14%,-9%,-0.1%,2.1%,0.7%,-55%,4%,-14%,CC(C)(O)C#Cc1ccc(C(=O)N2CCCC(CCC(=O)NCc3ccccc3F)C2)cc1 (configuration not stated)

Overlap with the part before: 3 entries, then new ones.
AID2073,GPR35 antagonists,GPR55 LPI antagonism,GPR55 beta-arrestin,HIV peptide binding,KOR beta-arrestin-1,KOR beta-arrestin-2,Siah-1 displacement,NOD1 inhibition,structure
-2%,-10%,-6%,0.2%,0.1%,-2.8%,3%,-4%,-2%,COc1ccc(S(=O)(=O)N2CCC(C)CC2)cc1N(C)S(=O)(=O)c1ccccc1
6%,8%,4%,0.3%,1.8%,-2.6%,-39%,-3%,8%,Cc1ccc(/C=C/C(=O)Nn2cnnc2)cc1
4%,14%,-9%,-0.1%,2.1%,0.7%,-55%,4%,-14%,CC(C)(O)C#Cc1ccc(C(=O)N2CCCC(CCC(=O)NCc3ccccc3F)C2)cc1 (configuration not stated)
-6%,-17%,10%,-0.3%,1.5%,-3.6%,31%,2%,-34%,COCCCn1c(=O)/c(=C\c2ccccc2OC(F)F)s/c1=C(/C#N)C(=O)N1CCOCC1
-12%,-3%,18%,0.0%,1.0%,0.7%,-8%,4%,-25%,CC(C)OC(=O)C1=C2SCC(=O)N2C(N)=C(C#N)C1
0%,10%,3%,-0.1%,-0.7%,0.2%,31%,-1%,x,C=CCOc1ccc(C2NC(=O)NC(C)=C2C(=O)OC)cc1 (configuration not stated)
7%,19%,16%,-0.4%,2.4%,-10%,-4%,-3%,-14%,Cc1ccc2nc(CSc3nnc(-c4ccncc4)n3C)cc(=O)n2c1
2%,22%,3%,0.0%,0.8%,-0.6%,5%,4%,-30%,CCc1cccc(CC)c1N(COC)C(=O)Cn1ccccc1=N
5%,3%,8%,0.3%,0.8%,-1.4%,-2%,13%,-39%,Cc1occc1C(=O)NCc1nc(-c2ccccc2)no1
-5%,-14%,0%,0.2%,-0.5%,-4.6%,-70%[20 µM],-1%,-22%,Cc1ccccc1C1CC(c2cccs2)Nc2nnnn21 (configuration not stated)
-17%,16%,8%,-0.1%,5.2%,0.8%,-1%,-6%,-1%,O=[N+]([O-])/C(C=Nc1ccccc1O)=C\Nc1ccccc1O
-4%,6%,-3%,0.0%,-2.3%,3.3%,7%,0%,-8%,NC(=O)C1(N2CCCCC2)CCN(Cc2nc(-c3cccs3)no2)CC1
0%,-8%,-5%,-0.2%,-0.5%,-7.3%,-26%,4%,-13%,COc1ccc(CN(Cc2cc3cc(OC)c(OC)cc3[nH]c2=O)C(=O)NC2CCCCC2)cc1
-8%,9%,10%,-0.3%,-1.1%,3.0%,-25%,3%,x,O=c1cc(CO)oc(CN2CCCC2)c1O
-1%,12%,9%,0.6%,0.2%,-6.7%,12%,6%,-21%,Cc1ccc(NC(=O)CSc2nnc(C3COc4ccccc4O3)o2)c(Cl)c1 (configuration not stated)

A portion of the library; rates above refer to the full screens.
